# AddAB inh = less growth of phage-infected E. coli with AddAB. E. coli expressing H. pylori AddAB, absorbance growth. inhibition, % at 11.9 µM. 330,000 tested, 0.29% active. AID 435030; in the data active means inhibition above about 12%;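 further: 0% = vehicle wells of infected cells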
# MITF act = activators of MITF-driven TRPM1 promoter activity in SK-MEL-5 cells. SK-MEL-5 TRPM1-promoter luciferase, 24 h; % of positive control, neutral wells = 0. activation, % at 12.5 µM. 300,000 tested, 0.75% active. AID 588334;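 active means mean activation of at least 80% with every replicate also reaching 80%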;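 further: 0% = neutral control wells and 100% = parthenolide positive control wells; values of inactives mirror those of a sister screen read the other way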
# Tat export inh = E. coli Tat transport inhibition | inhibition, % at 10 µM | 340,000 tested, 0.036% active | E. coli MC4100 TorA-mCherry Tat export, fluorescence | AID 488895;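 active means mean replicate inhibition at least 50% and at least half of replicates individually reaching 50%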;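 further: exported cargo escapes ClpAP degradation while cytoplasmic cargo is degraded and loses fluorescence; 0% = median of neutral control wells and 100% = median of NaSCN control wells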
# Wnt bcat act = activates Wnt/beta-catenin signaling in a reporter cell assay. activator, plate reader. activation, % at 9.35 µM. 300,000 tested, 1.2% active. AID 743398; in the data active means activation above about 30%, passing the limit was not always enough;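 further: 0% = neutral control wells and 100% = positive control wells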
# phage Ecoli inh = E. coli growth loss with phage present. inhibition, % at 11.9 µM. 360,000 tested, 0.26% active. growth absorbance; in the data active means inhibition above about 11%
# E coli growth = bacterial growth inhibition, counter-screen for AddAB inhibitors | AID 449728 | E. coli V3065 growth, OD600 absorbance, 18 h | 330,000 tested, 0.27% active | inhibition, % at 11.9 µM;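 active means inhibition above the campaign's mean inhibition across all tested compounds plus 3 SD, cut at about 9.9% in these data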;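 further: uninfected addAB+ strain grown without phage in ampicillin broth; 0% = DMSO wells and 100% = ciprofloxacin 0.95 µg/ml wells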
# CAL PDZ FP-1 = inhibitors of human CAL PDZ peptide binding. Q9HD26. 330,000 tested, 0.02% active. AID 504414. purified CAL PDZ, TMR-peptide fluorescence polarization, 1 h. inhibition, % at 20 µM;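 active means highest replicate inhibition of at least 40%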;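 further: plate controls were DMSO neutral control wells for no effect and unlabeled competitor peptide control wells for full effect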
#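 System: purified tagged CAL PDZ domain construct (CerCALP). Schedule: 1 h incubation at room temperature before polarization reading. Medium: 25 mM sodium phosphate pH 7.4, 150 mM NaCl, TCEP, IgG, Thesit. Read-out: percent inhibition from loss of millipolarization. Measured by: FP readout, S and P plane fluorescence. Probe or stimulus: fluorescent TMR peptide probe.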
# SR-BI HDL uptake = blocks mouse SR-BI lipid uptake from DiI-HDL; Q61009; ldlA[mSR-BI] CHO cells, DiI-HDL uptake fluorescence, 3 h; inhibition, % at 12.5 µM; 320,000 tested, 0.96% active; AID 488896;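 active means mean replicate inhibition of at least 70% and a set share of replicates each scoring 70 or more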;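 further: 0% = median of neutral control wells and 100% = median of positive control wells; values of inactives mirror those of a sister screen read the other way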
# Target sequence (Q61009 whole entry, looked up): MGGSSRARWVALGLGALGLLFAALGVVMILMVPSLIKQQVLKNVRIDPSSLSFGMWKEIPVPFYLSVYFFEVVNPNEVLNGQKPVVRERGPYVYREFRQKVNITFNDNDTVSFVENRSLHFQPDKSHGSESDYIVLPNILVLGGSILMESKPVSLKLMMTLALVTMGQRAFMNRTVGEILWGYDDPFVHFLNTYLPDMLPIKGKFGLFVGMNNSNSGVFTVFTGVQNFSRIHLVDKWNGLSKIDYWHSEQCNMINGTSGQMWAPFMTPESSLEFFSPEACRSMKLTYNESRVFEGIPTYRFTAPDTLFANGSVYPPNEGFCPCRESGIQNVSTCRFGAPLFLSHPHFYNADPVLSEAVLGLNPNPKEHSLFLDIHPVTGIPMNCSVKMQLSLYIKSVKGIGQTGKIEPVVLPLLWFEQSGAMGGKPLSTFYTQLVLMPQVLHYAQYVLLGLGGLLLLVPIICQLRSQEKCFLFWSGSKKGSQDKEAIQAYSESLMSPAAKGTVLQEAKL
# SR-BI uptake up = activators of SR-BI mediated HDL lipid uptake. CHO ldlA[mSR-BI] cells, DiI-HDL uptake fluorescence, 3 h; 100 = double the neutral-control signal. activation, % at 12.5 µM. 320,000 tested, 0.096% active. AID 504775;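 active means mean replicate activation of at least 60% and every replicate at or above 60%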;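 further: 0% = median plate neutral-control signal and 100% = twice that signal; values of inactives mirror those of a sister screen read the other way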
#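 Material – SR-BI-overexpressing, LDLR-lacking CHO cells · Medium – BSA-supplemented, HEPES-buffered Ham's F12, pH 7.4 · Doses – single concentration · Times – compound with DiI-HDL co-incubation, 3 h at 37 °C · Measured by – bottom-read fluorescence, 550/595 nm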
# CAL PDZ FP-2 = CAL PDZ (human) peptide binding inhibition | AID 602252 | inhibition, % at 24.9 µM | 300,000 tested, 0.92% active | Q9HD26 | purified CAL PDZ, TMR-peptide fluorescence polarization, 1 h;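 active means mean inhibition of at least 30% with at least half of replicates also reaching 30%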;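 further: 0% = DMSO neutral control and 100% = excess unlabeled competitor peptide PRC23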
# * hit, by the source's call; x = no result given. An unsorted share of the library (roughly 3.6% active in at least one column).
SMILES,AddAB inh,MITF act,Tat export inh,Wnt bcat act,phage Ecoli inh,E coli growth,CAL PDZ FP-1,SR-BI HDL uptake,SR-BI uptake up,CAL PDZ FP-2
CCCn1c(C(C)NS(=O)(=O)c2ccccc2)n[nH]c1=S (centres undefined),4.9,-2,-6,-1,0.8,0.6,-1.4,12,-12,1
CCOc1ccc(OCC)c(-c2c(=O)n(OCc3ccccc3C(=O)OC)c3ccccc3[n+]2[O-])c1,1.6,-4,-2,-3,2.0,-1.7,x,17,-17,-3
O=C(CSc1nc2ccccc2o1)c1cc2ccccc2oc1=O,-2.2,-6,-17,x,1.3,-2.9,1.1,1,-1,-5
CC12C(=O)N(CCC(=O)O)C(=O)C1C1C=CC2C1 (centres undefined),1.3,0,-5,x,3.0,0.8,-0.5,21,-21,1
CS(=O)(=O)N(CC(=O)N1CCCC1)c1ccccc1Br,-0.7,6,-1,-1,-0.9,0.7,1.5,-6,6,-3
CCCNC(=O)N1CCN(S(=O)(=O)c2ccc3c(c2)OCCO3)CC1,0.9,3,-1,5,0.1,-0.9,0.3,-21,21,-4
COc1ccc(OC)c(NC(=O)COC(=O)COc2ccc(Nc3ccccc3)cc2)c1,-0.7,4,5,-1,3.0,-0.4,x,5,-5,-3
CCN1CCN(C(c2cccc(OC)c2OC)c2nnnn2Cc2ccco2)CC1 (centres undefined),2.2,9,1,-2,6.1,-2.4,x,-2,2,-5
CC(C)Cn1c(N)c(C(=O)COC(=O)c2cnc(Cl)c(Cl)c2)c(=O)n(C)c1=O,1.2,-18,2,-1,2.3,0.6,-0.7,-14,14,-10
C/C(=N/NC(=O)c1ccc(Br)o1)c1cccc(NC(=O)c2ccc(C)o2)c1,2.2,17,-13,-1,3.9,4.0,-1.2,19,-19,-1
C=CCn1c(COc2cc(C)ccc2C(C)C)nnc1SCC(=O)c1c(N)n(C)c(=O)n(C)c1=O,1.0,6,-8,-9,5.0,-0.3,-1.5,26,-26,3
Cc1nc2ccccn2c1-c1csc(Nc2ccc(C(=O)O)cc2)n1,1.4,-17,-12,-3,0.6,1.1,0.8,-30,30,-3
O=C(Cc1ccc(S(=O)(=O)N2CCCC2)s1)N1CCOCC1,-2.1,-3,-2,0,5.8,-3.1,-0.9,-13,13,-3
Cc1ccc(CNC(=O)c2cc3c(=O)n4ccccc4nc3n(CC3CCCO3)c2=N)cc1 (centres undefined),-0.2,x,0,x,x,-1.4,-3.5,1,-1,-5
CC1CCCCN1C(=O)CSc1nc(C2CC2)nc2c1cnn2-c1ccccc1 (centres undefined),1.8,-15,3,x,2.7,-0.4,-0.5,18,-18,2
Cc1ccccc1NC(=O)N1CCN(S(=O)(=O)c2ccccc2)CC1,5.2,14,-5,-9,2.4,-2.2,0.6,-6,6,1
CCOc1ccccc1NS(=O)(=O)c1c(C)noc1C,-1.0,1,-9,0,1.6,-0.2,-0.3,-26,26,-3
C#CCn1c(-c2cccs2)nc2ccccc21,0.5,12,0,0,1.6,4.1,-0.6,4,-4,x
COc1ccccc1NC(=S)N1CCN(C/C=C/c2ccccc2)CC1,-1.5,-9,-14,-3,1.4,-0.3,-0.6,-56,56,-3
O=C(NC(Cc1ccccc1)C(=O)O)C1CCCCC1 (centres undefined),1.4,-5,15,-6,2.8,-1.7,-0.6,-4,4,-1
CCOc1c(Br)cc(CNc2ccc3c(c2)OCCO3)cc1OC,-1.4,-56,5,x,1.2,0.7,0.7,40,-40,-3
CC(C)Cc1c(O)nc(SCC(=O)Nc2ccc3c(c2)CCC3)[nH]c1=O,4.4,-7,0,1,0.2,-0.4,-0.5,15,-15,-3
COc1cccc(-c2nn(-c3ccc(C)cc3)cc2C(=O)N(C)CC(=O)Nc2cccc(F)c2)c1,2.1,14,4,-1,-2.7,3.3,0.0,2,-2,47*
O=C(NN=Cc1ccc(F)cc1)c1ccccc1NS(=O)(=O)c1cccs1,1.3,-6,-8,3,1.5,0.4,0.1,4,-4,-5
COc1ccc(CCN2C(=O)CC(N3CCOCC3)C2=O)cc1OC (centres undefined),2.7,6,2,-1,1.8,0.7,-0.2,-18,18,-4
O=C(Oc1ccc(NC(=O)c2cc3c(cc2Br)OCO3)cc1)c1ccccc1,-3.1,19,7,3,-1.2,0.3,2.6,12,-12,-1
Cc1ccc(CNC(=O)Cn2cnc(S(=O)(=O)N3CCCCC3)c2)o1,2.6,7,-1,0,3.2,-0.5,-2.8,5,-5,0
Cc1ccc(S(=O)(=O)N2CCC(C(=O)OC(C)C(=O)NC3CCCCC3C)CC2)cc1C (centres undefined),-0.3,3,7,0,-1.0,0.9,-1.4,-32,32,-1
CC(C)CN1CC(=O)N2C(c3ccccc3)c3[nH]c4ccccc4c3C[C@H]2C1=O (some centres undefined),5.1,-15,-9,0,2.3,-1.0,-2.9,78*,-78,0
CN(Cc1ccccc1)c1ccc(S(=O)(=O)N2CCC(C(=O)O)CC2)cc1[N+](=O)[O-],0.3,-3,-6,-2,3.9,2.5,0.6,-18,18,-6
C[C@@H](CN1CCC[C@H]1CN1C(N)=NC[C@@H]1Cc1ccccc1)N1C[C@@H](Cc2ccccc2)N(CCCC2CCCC2)C1=N,6.1,12,24,x,x,2.8,-6.1,-11,11,-2
Cc1ccc(C(=O)N2CCN(c3ccc(NC(=S)NC(=O)Cc4ccccc4)cc3)CC2)cc1,-0.9,-5,2,x,1.6,-0.2,1.5,24,-24,-6
O=C(c1ccccc1)N1N=C(C(F)(F)F)CC1(O)c1ccccc1 (centres undefined),2.1,-13,5,-1,2.5,0.6,-0.8,-4,4,x
Cc1cc(C)cc(NC(=O)C(=O)NCCc2c[nH]c3ccccc23)c1,0.3,x,7,-1,1.2,2.9,0.3,-1,1,x
O=C(CSc1nncn1-c1ccccc1)Nc1c(F)cccc1F,2.3,-4,-3,-1,0.3,-1.5,-1.0,x,x,3
COC(=O)[C@@]1(Cc2ccc(OC)cc2)[C@@H]2C(=CC(=O)[C@H]2CC(=O)C(=O)N2CCCC2)CN1C(=O)c1ccccc1,5.7,-38,7,x,x,-0.5,-0.6,-4,4,26
N#CC1=C(N)OC2=C(C(=O)CCC2)C1c1ccsc1 (centres undefined),1.5,5,3,x,-1.6,0.8,-1.4,-9,9,-1
Cc1ccccc1S(=O)(=O)Cc1ccc(C(=O)NCCCN2CCCC(C)C2)o1 (centres undefined),4.8,2,0,2,1.6,-1.3,-1.6,-4,4,0
C=CCN(C(=O)CCC(=O)Nc1cc(C)on1)C(C(=O)NC1CCCC1)c1cccnc1 (centres undefined),1.2,0,-16,x,2.5,0.2,-0.3,-51,51,x
Cc1cccc(N2CCN(C(=O)C(Cc3ccccc3)NC(N)=O)CC2)c1C (centres undefined),-3.8,5,13,0,0.6,-2.6,-1.6,4,-4,-6
O=C1CCc2cc(NS(=O)(=O)c3cc(F)ccc3F)cc3c2N1CC3,0.0,7,3,0,-1.9,-0.5,1.0,0,0,0
CCCCC(CC)C(=O)NCC(C)NC(=O)C(CC)CCCC (centres undefined),3.9,4,-11,3,-0.1,0.2,0.4,-36,36,2
CS(=O)(=O)NN1C(=O)c2ccccc2NC1c1cccc(O)c1 (centres undefined),0.3,-3,-9,x,6.6,-1.8,-0.6,6,-6,0
COc1ccc(Cl)cc1NC(=S)N1CCC(c2ccc(C)cc2)C1 (centres undefined),0.1,-7,-3,1,2.5,0.8,-0.6,37,-37,-3
COc1ccc(NC(=O)c2ccccc2[N+](=O)[O-])cc1,3.4,26,3,x,3.0,2.2,-3.0,-18,18,-2
CCCCn1c2c(c(=O)n(C)c1=O)C(CC(=O)OCC(=O)Nc1cccc(C(F)(F)F)c1)C(=O)N2 (centres undefined),1.6,-10,1,0,-0.1,-0.9,0.0,-20,20,-1
Cc1nn(-c2ccccc2)c2c1C(c1ccc(F)cc1F)C(C#N)=C(N)O2 (centres undefined),0.5,-6,-1,x,0.2,0.1,-1.8,19,-19,30*
CC(C)(C)c1ccc(OCC(=O)NNC(=O)C2CCCO2)cc1 (centres undefined),2.1,-5,6,9,3.6,0.4,-1.9,-14,14,-2
COc1ccc(CCNCc2ccccc2N2CCCC2)cc1,0.5,5,-5,1,3.7,-1.3,-0.9,-21,21,0
Cc1cccc(C)c1NC(=O)CNC(=O)c1ccc(S(=O)(=O)NCc2ccco2)cc1,0.1,-9,0,2,1.7,0.2,-2.8,5,x,0
O=C1CCC2S/C(=C/Nc3ccc(C(F)(F)F)cc3)C(=O)N12 (centres undefined),2.0,-85,0,-27,2.7,0.0,0.3,34,-34,6
Cc1nc2ccccc2c(=O)n1-c1ccc(NS(=O)(=O)c2ccc(F)cc2F)cc1,1.1,5,-7,4,2.7,4.2,-2.3,6,-6,-1
C=CCOc1c(Br)cc(CNCCCN2CCOCC2)cc1OC,x,-5,2,0,2.7,x,1.9,-30,30,-1
Cc1c(Cc2ccccc2)c(=O)oc2cc(O)cc(O)c12,4.9,-8,-2,-6,4.2,2.0,-4.9,-14,14,-1
Cc1ccc(C(=O)Nc2ccc(Br)cc2)cc1S(=O)(=O)Nc1ccccn1,1.4,-3,-3,x,1.7,-0.5,-0.5,-6,6,-2
Cc1ccc(S(=O)(=O)NC(=O)c2ccc(F)cc2)c(C)c1,1.8,3,-5,-2,0.1,2.3,-1.3,5,-5,1
Cc1nn(C2CCS(=O)(=O)C2)c(Cl)c1/C=C/C(=O)OCC(=O)Nc1ccc2c(c1)OCO2 (centres undefined),1.2,8,-4,0,4.9,-1.1,-0.7,17,-17,0
CCOC(=O)C1CCN(C(=O)COC(=O)c2nn(C)c(=O)c3ccccc23)CC1,-0.7,0,-9,0,1.9,1.4,-0.4,-3,3,5
COc1ccc(CNC(=S)NCc2ccc(Cl)cc2)cc1OC,-2.1,-17,-7,2,1.5,-0.3,-2.6,6,-6,-5

# Taken from above.
# Tat export inh, CS(=O)(=O)NN1C(=O)c2ccccc2NC1c1cccc(O)c1 (centres undefined) is entered as -9
# CAL PDZ FP-1, COc1cccc(-c2nn(-c3ccc(C)cc3)cc2C(=O)N(C)CC(=O)Nc2cccc(F)c2)c1 is entered as 0.0
# Wnt bcat act, C=CCOc1c(Br)cc(CNCCCN2CCOCC2)cc1OC is entered as 0

# Pulled by compound from the list above:
SMILES,AddAB inh,MITF act,Tat export inh,Wnt bcat act,phage Ecoli inh,E coli growth,CAL PDZ FP-1,SR-BI HDL uptake,SR-BI uptake up,CAL PDZ FP-2
CCOC(=O)C1CCN(C(=O)COC(=O)c2nn(C)c(=O)c3ccccc23)CC1,-0.7,0,-9,0,1.9,1.4,-0.4,-3,3,5
CCCCn1c2c(c(=O)n(C)c1=O)C(CC(=O)OCC(=O)Nc1cccc(C(F)(F)F)c1)C(=O)N2 (centres undefined),1.6,-10,1,0,-0.1,-0.9,0.0,-20,20,-1
